Screens as filed in PubChem.
PAFAH2 FP inh = PAFAH2 enzyme inhibitors, primary screen, biochemical, fluorescence polarization, human. AID 492956, 2010. actives 0.99% (n = 340,000). inhibition, % at 3.39 µM. recombinant PAFAH2, FP-rhodamine activity probe;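 active means inhibition above the mean over all tested compounds plus 3 SD, cut at about 30% in these data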;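 further: inhibitors block probe labeling of enzyme so polarization drops; 0% = enzyme with DMSO and 100% = wells lacking PAFAH2 protein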
EBNA-1 inh = EBNA-1 DNA-binding inhibitors, primary screen, biochemical, fluorescence polarization; actives 0.34% (n = 300,000); inhibition, % at 14.8 µM; in the data active means inhibition above about 28%
PAFAH1B3 inh = PAFAH1B3 enzyme inhibitors, primary screen, biochemical, fluorescence polarization, human; Platelet-activating factor acetylhydrolase IB subunit alpha1 (Homo sapiens), Q15102; recombinant PAFAH1B3, FP-rhodamine probe; inhibition, % at 3.39 µM; actives 0.28% (n = 340,000); AID 492972, 2010;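 active means inhibition above the screen-wide average of all tested compounds plus 3 SD, cut at about 25% in these data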;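 further: 0% = enzyme with DMSO only and 100% = wells lacking PAFAH1B3 protein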
LYPLA2 inh = LYPLA2 inhibitors, primary screen, counter-screen for PME1 inhibitor project, biochemical, fluorescence polarization, FP-Rh probe ABPP; recombinant LYPLA2; actives 0.38% (n = 320,000); Acyl-protein thioesterase 2 (Homo sapiens), O95372; inhibition, % at 5.9 µM;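 active means inhibition above the screen-wide mean plus 3 SD, limit set per campaign, cut at about 26% in these data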;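 further: 0% = LYPLA2 with DMSO and 100% = wells lacking LYPLA2 enzyme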
Target sequence (O95372 whole entry, looked up): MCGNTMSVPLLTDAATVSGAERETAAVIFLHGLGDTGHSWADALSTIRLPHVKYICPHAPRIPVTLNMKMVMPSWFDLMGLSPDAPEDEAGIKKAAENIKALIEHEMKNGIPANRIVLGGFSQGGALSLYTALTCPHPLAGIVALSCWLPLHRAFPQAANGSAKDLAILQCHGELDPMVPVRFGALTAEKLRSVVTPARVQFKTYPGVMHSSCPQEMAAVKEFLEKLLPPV
ZTA counter = counter-screen for EBNA-1 inhibitors: inhibitors of Epstein-Barr virus ZTA; P03206; ZTA-DNA binding, fluorescence polarization; inhibition, % at 11 µM; actives 0.15% (n = 320,000); AID 2234; in the data active means inhibition above about 33%
LYPLA1 inh = LYPLA1 inhibitors, primary screen, counter-screen for PME1 inhibitor project, biochemical, fluorescence polarization, FP-Rh probe ABPP; Acyl-protein thioesterase 1 (Homo sapiens), O75608; recombinant LYPLA1; inhibition, % at 5.9 µM; actives 0.16% (n = 320,000);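 active means inhibition above the mean of all tested compounds plus 3 SD, set per campaign, cut at about 14% in these data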;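 further: inhibitors block serine hydrolase probe labeling of LYPLA1 so polarization falls; 0% = enzyme with DMSO and 100% = wells lacking LYPLA1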
GSTO1 counter = inhibitors of recombinant GSTO1, primary screen, counter-screen for RBBP9 inhibitor project, biochemical, fluorescence polarization; Glutathione S-transferase omega-1 (Homo sapiens), P78417; activity-based probe fluorescence polarization; inhibition, % at 5.96 µM; actives 1.1% (n = 300,000);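 active means inhibition above the campaign mean inhibition plus 3 SD, cut at about 35% in these data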;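 further: 0% = GSTO1-1 with DMSO and 100% = wells lacking GSTO1-1 enzyme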
PAD4 FP inh = human PAD4 inhibitors, primary screen, biochemical, fluorescence polarization, 1536-well format; AID 485272, 2010; recombinant PAD4, RCA probe fluorescence polarization; inhibition, % at 6.36 µM; Protein-arginine deiminase type-4 (Homo sapiens), Q9UM07; actives 0.41% (n = 330,000);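 active means percent inhibition above a cutoff equal to the mean of all tested compounds plus 3 SD, cut at about 15% in these data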;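 further: 0% = PAD4 with RCA probe and DMSO and 100% = probe without PAD4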
Target sequence (Q9UM07 whole entry, looked up): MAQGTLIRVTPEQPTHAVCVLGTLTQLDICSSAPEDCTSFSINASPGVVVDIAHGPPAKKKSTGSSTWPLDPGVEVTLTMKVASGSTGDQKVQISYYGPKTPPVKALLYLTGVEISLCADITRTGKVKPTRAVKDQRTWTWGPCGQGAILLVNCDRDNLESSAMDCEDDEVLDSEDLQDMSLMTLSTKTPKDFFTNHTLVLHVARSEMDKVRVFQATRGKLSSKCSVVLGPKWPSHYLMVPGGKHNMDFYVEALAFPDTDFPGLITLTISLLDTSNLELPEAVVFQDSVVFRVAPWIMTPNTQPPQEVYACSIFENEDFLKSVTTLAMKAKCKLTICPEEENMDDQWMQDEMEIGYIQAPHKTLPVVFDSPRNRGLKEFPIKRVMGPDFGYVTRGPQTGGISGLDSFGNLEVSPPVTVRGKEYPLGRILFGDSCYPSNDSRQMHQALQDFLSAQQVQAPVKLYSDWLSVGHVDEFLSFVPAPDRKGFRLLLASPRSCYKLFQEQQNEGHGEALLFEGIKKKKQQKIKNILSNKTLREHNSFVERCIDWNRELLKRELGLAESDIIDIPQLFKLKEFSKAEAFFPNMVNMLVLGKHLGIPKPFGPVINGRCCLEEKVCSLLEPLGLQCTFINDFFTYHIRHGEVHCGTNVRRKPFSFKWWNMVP
PREPL inh = PREPL enzyme inhibitors, primary screen, biochemical, fluorescence polarization | Prolyl endopeptidase-like (Homo sapiens), Q4J6C6 | recombinant PREPL, fluorescence polarization activity-based probe | inhibition, % at 5.96 µM | actives 0.68% (n = 320,000); in the data active means inhibition above about 43%;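 further: 0% = enzyme with DMSO and 100% = wells lacking enzyme; many of its hits are not listed in these tables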
Numbers without * were called inactive; . = not tested or not shown. Only part of the results is shown. The share of hits here may be higher or lower than overall.

Below each compound – PAFAH2 FP inh, EBNA-1 inh, PAFAH1B3 inh, LYPLA2 inh, ZTA counter, LYPLA1 inh, GSTO1 counter, PAD4 FP inh, PREPL inh
O=C(COC(=O)c1ccccc1Br)NCc1cccs1
 : 19, ., 10, ., ., ., ., 0, 10
CCCCn1nc(C(=O)NCC(c2cccs2)N2CCOCC2)c2ccccc2c1=O (stereo unspecified)
 : -5, ., 7, 10, 15, -4, ., -1, 7
O=C(Nc1ccccc1)OC1C2CCC1C(N1CCCCC1)CC2 (stereo unspecified)
 : 6, 11, -1, -4, 22, 6, 13, 1, 23
CCc1ccc(C2NC(c3ccc(CC)cc3)C([N+](=O)[O-])C(C)(C)C2[N+](=O)[O-])cc1 (stereo unspecified)
 : -2, 3, 7, 3, -22, 1, -1, -1, 6
CC(C)CN1C(=O)c2ccc(C(=O)Nc3ccc(O)cc3C(=O)O)cc2C1=O
 : 3, 6, 13, 10, 4, -1, 1, -1, -3
COc1cc(C(C)=O)ccc1Oc1ncnc2c1cnn2-c1ccc(C)c(C)c1
 : -15, -5, 1, -9, 0, -2, 1, 1, -1
Cc1ccc(NS(=O)(=O)c2ccc(NC(=O)c3ccc(-c4ccccc4)cc3)cc2)c(C)c1
 : -32, 24, -23, -26, 22, -15, -6, 5, -2
CCOc1ccc(C(C)=O)cc1CN1C(=O)c2ccccc2S1(=O)=O
 : 1, 10, 5, 9, 15, 3, -1, -1, -11
COc1ccc(NCc2nnc(SCC(=O)c3ccc(OC)cc3)n2C)cc1
 : -13, -3, 1, -1, -11, 0, 16, -4, 7
CNc1cc([N+](=O)[O-])ccc1N/C=C/C(=O)c1cccs1
 : 0, -11, -2, 3, 9, -5, -2, -12, 17
O=C(c1ccc(Br)o1)N(c1ccccn1)C1CCCCC1
 : -7, -1, 6, -7, -12, -3, 0, 4, 6
Cc1ccc2nc(SCc3ccccc3)c(C=O)c(=O)n2c1
 : -4, 15, 12, 5, 0, 0, 9, 1, 22
Cc1ccc(S(=O)(=O)N2[C@@H](c3cccc(Cl)c3)C(C(=O)O)=CC[C@H]2c2cccc(Cl)c2)cc1
 : 0, -8, -11, -3, 0, -5, -7, 0, -32
O=S1(=O)C=C(Oc2ccc(F)cc2)c2ccccc21
 : -8, -5, 1, -1, -2, 0, 3, -5, 11
Cc1c(NCc2ccncc2)cccc1C(=O)O
 : 3, -7, 0, -3, 0, -1, 2, -3, 1
Oc1ccccc1N1CCN(c2nc(-c3cccs3)nc3ccccc23)CC1
 : 0, -18, 7, -12, -4, -9, 11, -2, 26
COc1ccc(N2CCN(c3nc(Cl)nc(Nc4ccc(F)cc4)n3)CC2)cc1
 : 4, 23, -6, -1, 17, -1, 1, -2, 7
C=CCc1cccc2cc(C(=O)N(C)C)c(=O)oc12
 : 6, 3, 2, 0, 3, 2, -1, 7, 17
COc1ccc(NC(=O)CN(C)CC(=O)NC2CCCCC2C)cc1 (stereo unspecified)
 : -1, ., 7, 5, 4, -4, ., 3, 8
COc1ccc(NC(=O)COC(=O)C23CC4CC(CC(Cl)(C4)C2)C3)c(OC)c1
 : 1, -7, 4, -4, -12, -2, -5, 2, 5
CCCN(CCC)S(=O)(=O)c1cccc(C(=O)Nc2ccc3c(c2)OCO3)c1
 : 13, 8, -2, -2, 0, -7, -3, 0, 10
COC(=O)c1sc2nc(SCc3ccccc3C#N)n(N)c(=O)c2c1C
 : -2, -4, -4, 7, 2, 0, 7, -5, -42
CC(C)(C)C(=O)COC(=O)c1cc(-c2ccncc2)nc2ccccc12
 : -5, 6, 0, 4, 0, -4, 5, 3, -4
O=S(=O)(NC1CCCCC1)c1ccc(Br)cc1
 : -1, -4, -3, -2, -1, -3, 6, -4, -4
Cc1ccc(Cn2c(C3CCCN3c3nc(-c4cc(Cl)c(N)c(Cl)c4)cs3)nc3cc(Cl)c(Cl)cc32)cc1 (stereo unspecified)
 : -14, 4, -1, -1, 11, -6, 1, 2, -5
O=C(Nc1ccccc1N1CCOCC1)c1cccc(S(=O)(=O)N2CCOCC2)c1
 : -5, ., 6, 0, 3, -1, ., -5, 12
COC(=O)c1nc2ccccn2c1F
 : 2, -10, 1, -1, -10, 5, 3, 1, 5
CCOC(=O)N1CCN(C(=O)c2ccccc2CCc2ccccc2)CC1
 : 8, -2, -1, 7, -3, -1, 6, 1, -1
C=CCOc1ccccc1CNCCc1ccc(S(N)(=O)=O)cc1
 : -1, -13, 3, 1, 9, 0, 1, 2, -2
Cc1nc2ccc3nc(NC(=O)c4ccc(S(=O)(=O)N5CCOCC5)cc4)sc3c2s1
 : -9, -1, 8, -5, 0, 0, 2, 0, -1
CCC(=O)Oc1c(S(=O)(=O)c2ccc(C)cc2)c(C)nn1C(C)(C)C
 : 5, -13, 4, -3, -6, 1, -8, -1, 19
Cc1ccc(OCC(=O)Nc2sc3c(c2C#N)CCC3)cc1
 : -1, 8, -1, -1, 7, -1, 9, 5, 6
CCNC(=O)CSc1nc2cc(S(=O)(=O)Nc3ccc(OC)cc3)ccc2o1
 : 3, 9, -1, -2, 9, -2, 10, -4, 6
CCOC(=O)c1cnc2ccc(OC)cc2c1NCCN1CCOCC1
 : -5, -4, 9, 8, -14, -3, -7, 0, 28
COc1ccc(-n2c(C)cc(/C=C/c3nc(O)c([N+](=O)[O-])c(=O)[nH]3)c2C)cc1
 : ., 12, ., -6, 23, -2, 10, -1, 14
O=C(Nc1cccc(-c2nc3ncccc3o2)c1)c1sc2cc(Cl)ccc2c1Cl
 : 1, -3, -7, 2, -6, 1, -7, 0, -1
O=C(C1=C(O)C(=O)N(c2ncccn2)C1c1ccc(Cl)cc1)c1ccco1 (stereo unspecified)
 : 14, 3, 5, -1, -1, 4, -6, -5, 0
O=C(CNS(=O)(=O)c1ccc(Cl)c(C(F)(F)F)c1)NC1CCCCCC1
 : 9, ., 7, 1, -20, 1, ., 0, 11
CCN(CC)S(=O)(=O)c1nnc(NC(=O)c2ccco2)s1
 : -2, -3, 11, -2, 11, -1, -11, -1, -7
Cc1ccc(OCCCCN2CCc3ccccc3C2)c(C)c1
 : 9, -1, 6, 0, -9, -2, 2, 1, 5
O=C(Nc1ccccc1)c1nc[nH]c1C(=O)N1CCc2ccccc2C1
 : 4, ., 2, 6, 5, -3, ., 2, 5
CCOc1ccccc1NC(=O)c1ccc(S(=O)(=O)N2CCOCC2)cc1
 : -1, -12, 4, 2, 4, 0, 2, -4, 3
CCOC(=O)N1CCN(Cc2cc(Cl)c3cccnc3c2O)CC1
 : ., 3, ., 9, -16, 4, -11, 0, 3
Cc1ccc(C(=O)COC(=O)c2ccncc2)cc1[N+](=O)[O-]
 : 3, 13, 5, 2, 10, 1, 1, 2, 6
COc1ccc(-c2ccc(=O)n(CC(=O)Nc3ccc(C(=O)NC4CC4)cc3)n2)cc1OC
 : 5, -2, 1, -4, 7, 3, 0, 0, 9
CC(C)CCNC(=O)C(=O)NC1CCCC1
 : 3, -2, 8, -7, -7, -2, 8, -1, 12
Cc1ccc(C(=O)C(C)N2C(=O)NC(C)(c3ccccc3)C2=O)cc1 (stereo unspecified)
 : 6, -2, 19, 5, 19, -1, 2, -4, 3
COc1cc(NC(=O)CCc2nnc3ccc(N4CCN(C)CC4)nn23)cc(OC)c1
 : -4, 5, 2, 6, -15, -3, 15, 0, 16
O=C(O)c1ccc(COc2ccc3c(c2)CCC3)cc1
 : 2, 6, 7, -1, -4, -2, -3, 2, -5
C[C@@H](NC(=O)c1nc[nH]c1C(=O)NCC(=O)OC(C)(C)C)c1ccccc1
 : 9, 10, -4, 2, 17, 1, -1, -2, -4

Some of the entries above in another layout.
CNc1cc([N+](=O)[O-])ccc1N/C=C/C(=O)c1cccs1
  PAFAH2 FP inh: 0; EBNA-1 inh: -11; PAFAH1B3 inh: -2; LYPLA2 inh: 3; ZTA counter: 9; LYPLA1 inh: -5; GSTO1 counter: -2; PAD4 FP inh: -12; PREPL inh: 17

Cc1ccc(Cn2c(C3CCCN3c3nc(-c4cc(Cl)c(N)c(Cl)c4)cs3)nc3cc(Cl)c(Cl)cc32)cc1 (stereo unspecified)
  PAFAH2 FP inh: -14; EBNA-1 inh: 4; PAFAH1B3 inh: -1; LYPLA2 inh: -1; ZTA counter: 11; LYPLA1 inh: -6; GSTO1 counter: 1; PAD4 FP inh: 2; PREPL inh: -5

For reference, 5 of the compounds above.
Below each compound – PAFAH2 FP inh, EBNA-1 inh, PAFAH1B3 inh, LYPLA2 inh, ZTA counter, LYPLA1 inh, GSTO1 counter, PAD4 FP inh, PREPL inh
O=C(Nc1ccccc1)c1nc[nH]c1C(=O)N1CCc2ccccc2C1
 : 4, ., 2, 6, 5, -3, ., 2, 5
CCOc1ccccc1NC(=O)c1ccc(S(=O)(=O)N2CCOCC2)cc1
 : -1, -12, 4, 2, 4, 0, 2, -4, 3
CCOC(=O)N1CCN(Cc2cc(Cl)c3cccnc3c2O)CC1
 : ., 3, ., 9, -16, 4, -11, 0, 3
Cc1ccc(C(=O)COC(=O)c2ccncc2)cc1[N+](=O)[O-]
 : 3, 13, 5, 2, 10, 1, 1, 2, 6
COc1ccc(-c2ccc(=O)n(CC(=O)Nc3ccc(C(=O)NC4CC4)cc3)n2)cc1OC
 : 5, -2, 1, -4, 7, 3, 0, 0, 9

Next structures:
Below each compound – PAFAH2 FP inh, EBNA-1 inh, PAFAH1B3 inh, LYPLA2 inh, ZTA counter, LYPLA1 inh, GSTO1 counter, PAD4 FP inh, PREPL inh
Cc1ccc2cc(CN(C(=O)c3ccco3)c3ccccc3)c(=O)[nH]c2c1
 : 5, -3, 1, 4, -11, 1, -8, -4, -15
COc1ccc(-c2nc(CS(=O)CC(=O)NC3CCCCC3C)c(C)o2)cc1 (stereo unspecified)
 : -5, -8, 3, -5, -1, -4, 6, -3, 1
Cn1cnc2cc(NS(=O)(=O)c3ccc(Br)cc3)ccc21
 : -5, -4, 9, 5, -10, 0, 7, 1, 3
CCOc1ccc(-c2cc(CCCC(=O)NCc3cccnc3)no2)cc1
 : 5, 2, -5, -1, -1, -2, 0, -3, -2
Cc1ncsc1CCOC(=O)c1ccc([N+](=O)[O-])cc1
 : -2, -4, 2, 5, -25, 3, -1, -1, 6
CCn1c(=S)sc2c(=O)[nH]c(C)nc21
 : -8, -4, 10, -8, 11, -3, 5, -5, 9
CCCCC12CN3CCN(CC(C3)/C1=N\NC(=O)c1ccccc1N)C2
 : 9, 5, -1, 4, -17, 2, 3, -4, -1
CCCCN(C(=O)CSCC(=O)Nc1ccc(OC)cc1)c1c(N)n(Cc2ccccc2)c(=O)[nH]c1=O
 : 5, -7, -2, -1, -4, -3, 2, -1, 15
N#C/C(=C\c1cccs1)C(=O)NCc1cccnc1
 : -7, 3, 4, 8, 1, 0, 2, -3, -10
COCc1cc(=O)[nH]c(Cc2c(Cl)cccc2Cl)n1
 : 2, 7, 7, -2, 3, -1, 3, -2, -2
CN1C(=O)C2(c3ccccc31)c1c(oc3ccccc3c1=O)C(=O)N2CCO (stereo unspecified)
 : -4, 1, 6, 7, -9, 1, 2, -1, -4
